N370S GC: inhibitors or activators of N370S glucocerebrosidase for Gaucher disease; Potency, µM (doses to about 59.4 µM), for inactives: at the highest dose activity change, negative = inhibition, hits mostly inhibitors; P04062; N370S GC spleen homogenate, 4MU-glucoside fluorescence; 330,000 compounds, 0.092% hits;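 note: 0% = full enzyme activity and -100% = no enzyme basal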
FEN1 inhibitor: blocks human flap endonuclease 1; P39748; Recombinant FEN1 flap cleavage, fluorescence, 15 min; Potency, µM (series often up to 114 µM), for inactives: at the top dose activity change, negative = inhibition, hits mostly inhibitors; 390,000 compounds, 0.35% hits; note: nearly all actives have a fitted effect of over 65% in size
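FEN1 at 10 nM, compound pretreatment for 15 min (room temperature), 50 nM final substrate to initiate; endpoint reads at 0 and 15 min; DMSO-only plates used as vehicle background.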
KAT2A inh: GCN5L2 (KAT2A) acetyltransferase inhibition | Q92830 | GCN5L2 HAT assay, ThioGlo1 CoA-SH fluorescence | Potency, µM (series often up to 58.9 µM), inactives show at the top dose activity change, negative = inhibition, usual class: inhibitors | 390,000 compounds, 0.21% hits
Target sequence (Q92830 whole entry, looked up): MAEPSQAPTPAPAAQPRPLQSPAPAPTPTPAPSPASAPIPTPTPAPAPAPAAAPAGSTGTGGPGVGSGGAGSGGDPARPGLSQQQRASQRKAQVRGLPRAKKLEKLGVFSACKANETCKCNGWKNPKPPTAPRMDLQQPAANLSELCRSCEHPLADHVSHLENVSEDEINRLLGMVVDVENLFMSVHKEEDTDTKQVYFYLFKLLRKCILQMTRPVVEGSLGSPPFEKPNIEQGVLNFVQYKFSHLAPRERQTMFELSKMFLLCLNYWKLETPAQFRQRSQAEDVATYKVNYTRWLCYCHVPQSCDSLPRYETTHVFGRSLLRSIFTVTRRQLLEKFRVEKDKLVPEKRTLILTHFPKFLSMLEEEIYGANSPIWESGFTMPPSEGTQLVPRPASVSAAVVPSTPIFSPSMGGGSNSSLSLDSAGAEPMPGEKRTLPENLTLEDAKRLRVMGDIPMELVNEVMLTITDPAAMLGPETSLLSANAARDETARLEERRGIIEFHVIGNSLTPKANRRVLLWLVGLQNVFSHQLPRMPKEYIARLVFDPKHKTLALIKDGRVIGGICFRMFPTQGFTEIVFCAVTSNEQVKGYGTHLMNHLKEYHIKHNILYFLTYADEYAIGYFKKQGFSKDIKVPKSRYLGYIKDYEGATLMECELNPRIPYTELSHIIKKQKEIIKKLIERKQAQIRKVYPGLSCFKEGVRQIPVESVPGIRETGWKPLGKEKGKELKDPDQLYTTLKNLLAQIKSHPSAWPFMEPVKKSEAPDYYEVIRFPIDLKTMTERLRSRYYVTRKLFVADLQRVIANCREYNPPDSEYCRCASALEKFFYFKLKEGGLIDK
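qHTS, 1536-well. 20nM enzyme, pH 7.5 HEPES/EDTA/Tween-20 buffer; 15 min compound preinc., RT. Start: 75uM H3(1-25), 70uM AcCoA, 50uM ThioGlo1. Read Ex340/Em540 at t=0 (autofluorescence flag) and t=20 min.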
Starred values were filed as active, the others as inactive; ? = inconclusive; . = no result given; & = joins results of further samples; [ ] = another dose, or the depositor's remark. Calls come from the whole dose curve; as a rule, active = well fitted curve in the direction sought with a large enough effect; inconclusive = small, poorly fitted or top-dose-only effect, or another doubt; inactive = no such curve, though single readings can be large; an effect the other way counts as inactive or inconclusive. Unless noted, % is set by controls: 0 for no effect and ±100 for the full control effect; potency is the fitted concentration of half-maximal effect.

| Compound | N370S GC | FEN1 inhibitor | KAT2A inh |
| --- | --- | --- | --- |
| COc1ccc(CC(=O)Nc2ccc(-c3cn4ccccc4n3)cc2)cc1OC | -8% | -6% | 0% |
| O=C(Nc1ccc(F)cc1F)c1cc2n(n1)C(C(F)(F)F)C1CCCCC1N2 (stereo unspecified) | ? | -2% | -1% |
| COc1ccc2c(c1)oc(=O)c1cc(OC)ccc12 | 13% | 0% | -8% |
| O=c1cnc(-c2ccc(Cl)cc2)cn1O | -1% | -36% | -4% |
| Cc1nn2c(C)nc3sc4c(c3c2nc1=O)CC(C)(C)OC4 | 14% | 2% | -3% |
| CC(=O)COC(=O)CCc1nc2ccccc2[nH]c1=O | 16% | -14% | 7% |
| Cc1ccc(N2C(=S)NC3c4ccccc4OC2(C)C3C(=O)N(C)C)cc1 (stereo unspecified) | 19% | 3% | -2% |
| O=C(CCc1ccccc1)N(Cc1cccnc1)c1nc2c(F)cccc2s1 | . | -15% | -6% |
| COc1ccccc1CNS(=O)(=O)c1ccc(Br)s1 | 0% | -12% | -14% |
| C=CCOc1ccc(CN(C)c2ccc(S(=O)(=O)N3CCN(C)CC3)cc2[N+](=O)[O-])cc1 | . | -13% | -12% |
| O=c1ccc(-c2nc3ccccc3n2Cc2ccccc2Cl)c[nH]1 | 9% | -2% | -15% |
| CCN(C(=O)COC(=O)Cc1c[nH]c2ccccc12)c1c(N)n(Cc2ccccc2)c(=O)[nH]c1=O | -3% | -12% | -4% |
| COc1ccc(-c2c(C#N)c(N)nc3c2c(=O)n(C)c(=O)n3C)cc1 | 2% | -2% | -4% |
| Cc1cc(C(=O)N/N=C/c2ccc(-c3ccccc3Cl)o2)n[nH]1 | -1% | -7% | 2% |
| Cc1sc(C(=O)NCc2cccnc2)c2nc(C)n(CC(=O)NCc3cccnc3)c(=O)c12 | -3% | 5% | -2% |
| COC(=O)CCCCCc1ccc(C(C)=O)s1 | 0% | -5% | -3% |
| CN(C)c1ccc(C(=O)NCc2ccc3c(c2)CCN3C(=O)c2ccccc2)cc1 | . | 4% | -20% |
| O=S(=O)(c1ccc(Br)cc1)N1CCN(c2ccccc2)CC1 | -17% | -9% | -9% |
| CCN(C(=O)CN1CC(C)OC(C)C1)c1c(N)n(Cc2ccccc2)c(=O)[nH]c1=O (stereo unspecified) | -5% | -4% | -1% |
| NNC(=O)c1ccc(COc2ccc([N+](=O)[O-])cc2)o1 | 2% | -2% | -8% |
| Cc1cccc(NC(=O)N2CCC(NC(=O)c3ccco3)CC2)c1 | 5% | 0% | 0% |
| CCCCOc1ccc(CSC(CC(=O)O)C(=O)O)cc1 (stereo unspecified) | 7% | 7% | -9% |
| O=C(NC1CC(=O)N(c2ccc(Cl)cc2)C1)c1ccc(S(=O)(=O)N2CCOCC2)cc1 (stereo unspecified) | . | 14% | -3% |
| COC(=O)c1ccc(C(=O)OC)c(NC(=S)N2CC(C)CC(C)C2)c1 (stereo unspecified) | 22% | 5% | 1% |
| Cc1nc2nc(C)c(CCC(=O)NCc3cccc(Cl)c3)c(C)n2n1 | . | -8% | -4% |
| CN(C)c1ccc(NC(=O)CSc2nnc(C3CCCCC3)n2N)cc1 | -5% | -5% | -5% |
| CCN(CC)CCN(C(=O)c1cccc([N+](=O)[O-])c1)c1nc2ccc(OC)cc2s1 | 3% | 8% | -1% |
| Cc1c(NC(=O)COc2ccccc2Cl)c(=O)n(-c2ccccc2)n1C | . | 1% | 0% |
| CCc1nnc(NC(=O)CN2CCN(c3ccccc3F)CC2)s1 | -3% | 17% | ? |
| CCCCOc1ccc(S(=O)(=O)N2CCCCCC2)cc1 | 9% | -19% | -6% |
| O=C(Cc1ccccc1)NNC1=NS(=O)(=O)c2ccccc21 | 2% | 5% | -4% |
| COc1cccc(C(=O)NC2CCN(CC(=O)Nc3cccc(C)c3C)CC2)c1 | 0% | -13% | 17% |
| COc1cccc2cc(C(=O)NCc3ccccc3)c(=N)oc12 | -5% | 2% | -4% |
| COc1cccc(NC(=O)c2cc(Cl)nnc2Cl)c1 | 1% | -4% | -16% |
| COCCN(CCOC)Cc1c(O)ccc2c3c(c(=O)oc12)CCC3 | ? | -7% | ? |
| CCOC(=O)c1[nH]c(C)c(/C(O)=C2\C(=O)C(=O)N(CCCn3ccnc3)C2c2ccncc2)c1C (stereo unspecified) | 11% | 1% | -11% |
| O=C(NCC(=O)N1CCCC1)c1ccc(Br)cc1 | -13% | -4% | -3% |
| COC(=O)C1=C(C(=O)OC)[C@@H]2N(C)c3ccccc3[C@@]23C[C@@H](C(=O)OC)N(C(=O)c2ccc(Br)cc2)C3=N1 | 8%[12.8 µM] | 5% | -23% |
| CCOC(=O)c1c(C)[nH]c(C)c1S(=O)(=O)N1CCC(C(=O)Nc2ccc(OCC)cc2)CC1 | . | 17% | -20% |
| Cc1c(CC(=O)NC(C)C)c(=O)oc2cc3c(cc12)CCC(C)(C)O3 | ? | -14% | -7% |
| O=c1oc2c(CN3CCOCC3)c(O)ccc2cc1-c1ccc(Cl)cc1 | . | -6% | ? |
| CCCCc1ccccc1NC(=S)NC1CCCC1 | 0% | -15% | -8% |
| CC(=O)c1cc(CC(=O)N2CCc3c([nH]c4ccccc34)C2c2ccccn2)cs1 (stereo unspecified) | ? | -24% | -1% |
| COc1ccc(-c2nn(C)c(=O)c3ccccc23)cc1CNC(=O)NC1CCCCC1 | 13% | . | -9% |
| COC(=O)[C@]1(Cc2ccccc2)N[C@H](c2ccc(-c3ccc(OC)cc3)cc2)[C@@H]2C(=O)N(C)C(=O)[C@@H]21 | -4% | -18% | 3% |
| CCOC(=O)c1sc(=S)n(-c2ccccc2OC)c1N | -6% | -4% | -6% |
| O=C(NCc1ccccn1)C1CCN(S(=O)(=O)c2ccccc2C(F)(F)F)CC1 | -11% | 5% | 9% |
| COc1cc(N(C)C)c([N+](=O)[O-])cc1C(=O)N1CCN(Cc2ccccc2)CC1 | -2% | 1% | -2% |
| O=C(O)C1CC(=O)N(c2ccc(OCc3c(F)cccc3Cl)cc2)C1 (stereo unspecified) | 0% | -1% | -18% |
| COc1cc(C=O)c(Br)cc1OC1CCCC1 | 20% | -13% | -6% |
| O=C1CCSc2ccc(Cl)cc2N1Cc1ccccc1 | -7% | 3% | -4% |
| CCc1cccc(NC(=O)Cn2c(=O)n(Cc3ccccc3)c(=O)c3c(C)c(C(=O)N(C)C)sc32)c1 | . | -16% | -3% |
| COc1ccccc1/C=C1\C(=O)Nc2ccccc21 | 4% | -5% | -22% |
| O=C(CSc1nncc(=O)[nH]1)NC1CCCCC1 | ? | 4% | -5% |
| CCOP(=O)(OCC)C(Nc1cccc(C(F)(F)F)c1)c1ccc(C)cc1 (stereo unspecified) | 17% | 12% | -5% |
| O=c1cc(C(F)(F)F)[nH]c2c(OC(F)(F)F)cccc12 | 1% | -11% | ? |

Continuation.
| Compound | N370S GC | FEN1 inhibitor | KAT2A inh |
| --- | --- | --- | --- |
| CCCCC(=O)Nc1cccc(-c2ccc3nncn3n2)c1 | -6% | -4% | -5% |
| COc1ccc(NC(=O)Cn2c(=O)oc3cc(S(=O)(=O)N4CCC(C)CC4)ccc32)c(OC)c1 | . | -2% | -12% |
| CN(C)C(=O)c1c(NC(=O)c2ccccc2)sc2c1CCC2 | -4% | 10% | 1% |
| C#CCNc1cc(-c2ccccc2)nc2ncnn12 | -14% | -9% | -2% |
| Cc1nc2ccccn2c1/C(O)=C1\C(=O)C(=O)N(CCCn2ccnc2)C1c1ccncc1 (stereo unspecified) | -16% | -3% | -6% |
| COC(=O)c1ccccc1NC(=O)Nc1ncccc1C | -4% | 16% | 0% |
| Cc1nnc(NC(=O)c2ccccc2Br)s1 | -26% | 5% | -3% |
| COc1ccccc1N1CCN(C(=O)CCS(=O)(=O)c2cc(Br)cc3c2N(C(C)=O)CC3)CC1 | . | -18% | -1% |
| CCCCc1cc(=O)oc2cc(OCC(=O)Nc3ccccn3)ccc12 | 0% | -9% | -18% |
| CCN1CCN(c2oc(-c3ccc(COc4ccc(C)cc4)o3)nc2C#N)CC1 | . | -20% | -11% |
| Cc1ccccc1NC(=O)Cn1c(=O)n(CCCCCC(=O)NCc2ccc3c(c2)OCO3)c(=O)c2sccc21 | . | -9% | -7% |
| CC1CCC(NS(=O)(=O)c2ccc(Cl)s2)CC1 (stereo unspecified) | 0% | 2% | -2% |
| COC(=O)c1cnc(Oc2ccc(NC(=O)NC(=O)c3c(F)cccc3F)cc2)cc1C(F)(F)F | 0% | -2% | 0% |
| COC(=O)c1cc(NC(=O)c2cc(-c3ccc(OC)cc3)oc2C(F)(F)F)ccc1N1CCOCC1 | 25% | -20% | 1% |
| CC1(c2ccccc2)CC(C)(C)N(C(=O)c2ccccc2Cl)c2ccccc21 (stereo unspecified) | . | 9% | -3% |
| Cc1ccc(OCCN2C(=O)NC3(CCc4ccccc4C3)C2=O)cc1 (stereo unspecified) | -14% | -20% | -4% |
| CCOc1cc(CNc2ccc(S(N)(=O)=O)cc2)cc(Cl)c1OC | 4% | -6% | -2% |
| COc1ccc(C(=O)Nc2nnc(S(=O)(=O)N(C)c3ccc(C)cc3)s2)cc1 | . | 0% | -4% |
| CCOC(=O)Cc1csc(NC(=O)/C=C\c2ccccc2Cl)n1 | -5% | 7% | -21% |
| CCOC(=O)c1sc2nc(CC(=O)OC)nc(NCC(=O)OC)c2c1C | 4% | 1% | -10% |
| COc1cc(C2C(C(=O)c3cc4ccccc4o3)=C(O)C(=O)N2CCN2CCOCC2)ccc1OCCC(C)C (stereo unspecified) | -15% | 7% | ? |
| CC(C)(C)n1nnnc1C(c1cccs1)N1CCCc2ccccc21 (stereo unspecified) | 7% | -22% | . |
| CCN(C(=O)c1ccc2c(=O)n3c(nc2c1)CCCCC3)c1ccccc1C | -2% | -3% | -19% |
| CSc1ccc(CCNC(=O)c2cc3n(n2)CCCN(Cc2ccc(C)cc2)C3=O)cc1 | . | -5% | 1% |
| COc1ccccc1OCCCCN1CCCCC1 | -8% | -11% | -2% |
| CC(C)(C)NCCOc1ccc2ccccc2c1 | 11% | 17% | ? |
| FC(F)(F)c1ccccc1-c1nccc(N2CCNCC2)n1 | -1% | . | -9% |
| O=C(COc1ncnc2sccc12)Nc1cccc(S(=O)(=O)N2CCCC2)c1 | 1% | 13% | -3% |
| CC1=NN(c2ccccc2)C(=O)/C1=C/c1cccs1 | 9% | ? | -4% |
| Cc1ccc(NC(N)=S)cc1C | 26% | 1% | 6% |
| Cc1cc(C)nc(NS(=O)(=O)c2ccc(NC(=O)c3cc4c(=O)n5cccc(C)c5nc4n3C)cc2)n1 | 24% | 5% | -3% |
| Cc1c(C(=O)OCC(=O)NCc2ccco2)oc2ccccc12 | . | -4% | 0% |
| CC(C(=O)OCC(=O)N1CCCCC1)N1C(=O)c2ccccc2C1=O (stereo unspecified) | . | 16% | 0% |
| COc1ccccc1N(C)S(=O)(=O)c1ccc(C(=O)OCC(=O)N(C)c2ccccc2)cc1 | 4% | -21% | -1% |
| COC(=O)c1ccccc1NC(=O)c1ccc(COc2cc(C)cc(C)c2)o1 | -3% | -16%&-4% | -4%&-4% |
| Cn1c(=O)n(C)c2cc(/C=N/NC(=O)c3ccc(Cl)cc3Cl)ccc21 | 2% | 1% | -3% |
| CCN(CC)CCNC(=O)C1CCN(C(=O)c2cnn(-c3ccccc3)c2-n2cccc2)CC1 | . | 21% | -3% |
| CSCC[C@H](NC(=O)OC(C)(C)C)C(=O)N/N=C/c1cc2ccc(C)cc2nc1Cl | 2% | 3% | 4% |
| O=C(NCc1cnn(-c2ccccc2)c1)C1CCC(=O)N(C2CC2)C1 (stereo unspecified) | 0% | -7% | 0% |
| CCOC(=O)C1=C(CC)OC(N)=C(C#N)C1c1ccsc1 (stereo unspecified) | 0% | 13% | -1% |

Quoted at random: five records from the list, in no set order.
| Compound | N370S GC | FEN1 inhibitor | KAT2A inh |
| --- | --- | --- | --- |
| CC(C(=O)OCC(=O)N1CCCCC1)N1C(=O)c2ccccc2C1=O (stereo unspecified) | . | 16% | 0% |
| COC(=O)c1ccccc1NC(=O)c1ccc(COc2cc(C)cc(C)c2)o1 | -3% | -16%&-4% | -4%&-4% |
| CCN(CC)CCNC(=O)C1CCN(C(=O)c2cnn(-c3ccccc3)c2-n2cccc2)CC1 | . | 21% | -3% |
| COc1ccccc1N(C)S(=O)(=O)c1ccc(C(=O)OCC(=O)N(C)c2ccccc2)cc1 | 4% | -21% | -1% |
| Cn1c(=O)n(C)c2cc(/C=N/NC(=O)c3ccc(Cl)cc3Cl)ccc21 | 2% | 1% | -3% |

Further results:
| Compound | N370S GC | FEN1 inhibitor | KAT2A inh |
| --- | --- | --- | --- |
| CC(=O)c1ccc(NC(=O)CSC2=NS(=O)(=O)c3cc(Cl)ccc3N2)cc1 | -2% | 1% | 0% |
| CC(C)NC(=O)c1nc2ccccc2s1 | 2% | -4% | 4% |
| Cc1ccc(NC2=C(Cl)C(=O)OC2OC(=O)c2ccc(C)cc2)cc1 (stereo unspecified) | 15% | -8% | -9% |
| Cc1c(OCC(=O)NCCCN2CCCC2=O)ccc2c3c(c(=O)oc12)CCCC3 | -12% | 18% | ? |

High-throughput results: PubChem, National Center for Advancing Translational Sciences (NCATS)

Only part of the results is shown. The share of hits here may be higher or lower than overall.
